Source: PubChem BioAssay
EBV LMP1 NFkB = EBV LMP1-driven NF-kappaB luciferase reporter inhibitors, primary screen, cell-based, luminescence, single point; LMP1-induced NF-kappaB luciferase reporter cells; inhibition, % at 12.5 µM; actives 0.69% (n = 350,000); in the data active = inhibition above about 41%;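 also: 0% = neutral control wells and 100% = reference inhibitor control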
NCOA1 inh = SRC1 coactivator transcriptional activity inhibitors, primary screen, cell-based, luminescence | Nuclear receptor coactivator 1 (Homo sapiens), Q15788 | HEK293 GAL4-SRC1 luciferase reporter | inhibition, % at 3.6 µM | actives 0.12% (n = 360,000) | AID 588354, 2011;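 active = inhibition above the campaign mean plus 3 SD, with each screening campaign given its own cutoff, cut at about 60% in these data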;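 also: 0% = DMSO treated cells and 100% = gossypol at 36 µM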
MC4R antagonist = MC4R antagonists of cAMP signaling, primary screen, cell-based, TR-FRET, antagonist arm of biased-ligand search | MC4R-expressing cells, MTII-stimulated cAMP, LANCE TR-FRET | actives 0.48% (n = 360,000) | inhibition, % at 6.5 µM | AID 540295, 2011;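 active = inhibition above its plate's cutoff, the mean of tested wells on that plate plus 3 SD, cut at about 29% in these data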;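 also: 0% = Melanotan II alone and 100% = Melanotan II plus saturating MCL0020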
Target sequence (P32245 whole entry, looked up): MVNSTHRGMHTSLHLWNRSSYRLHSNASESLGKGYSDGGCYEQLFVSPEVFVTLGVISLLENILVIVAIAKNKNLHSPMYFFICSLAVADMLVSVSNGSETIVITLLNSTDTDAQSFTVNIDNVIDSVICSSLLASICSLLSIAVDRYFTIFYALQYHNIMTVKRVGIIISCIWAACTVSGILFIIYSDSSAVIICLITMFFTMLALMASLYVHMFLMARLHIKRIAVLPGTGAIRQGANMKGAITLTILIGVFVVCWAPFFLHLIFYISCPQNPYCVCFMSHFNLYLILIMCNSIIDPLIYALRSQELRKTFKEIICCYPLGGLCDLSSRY
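Test system: U2OS cells stably expressing human melanocortin 4 receptor (MC4R); also added: Melanotan II challenge; compound: 6.5 µM single dose; timing: 30-min compound preincubation, 1-h Melanotan II challenge, 1-h detection, room temperature; signal: Eu-cAMP/anti-cAMP TR-FRET, emission 671 nm; repeats: one well per compound, no replicates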
NOD2-RIPK2 inh = NOD2-RIPK2 binding disruptors in cells, primary screen, fluorescence, CHO cells, BLA complementation. Receptor-interacting serine/threonine-protein kinase 2 (Homo sapiens), O43353. CCF4 ratio. inhibition, % at 4.98 µM. actives 0.38% (n = 360,000). AID 624267, 2012; in the data active = inhibition above about 21%;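 also: 0% = vehicle only and 100% = reference blocker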
Target sequence (O43353 whole entry, looked up): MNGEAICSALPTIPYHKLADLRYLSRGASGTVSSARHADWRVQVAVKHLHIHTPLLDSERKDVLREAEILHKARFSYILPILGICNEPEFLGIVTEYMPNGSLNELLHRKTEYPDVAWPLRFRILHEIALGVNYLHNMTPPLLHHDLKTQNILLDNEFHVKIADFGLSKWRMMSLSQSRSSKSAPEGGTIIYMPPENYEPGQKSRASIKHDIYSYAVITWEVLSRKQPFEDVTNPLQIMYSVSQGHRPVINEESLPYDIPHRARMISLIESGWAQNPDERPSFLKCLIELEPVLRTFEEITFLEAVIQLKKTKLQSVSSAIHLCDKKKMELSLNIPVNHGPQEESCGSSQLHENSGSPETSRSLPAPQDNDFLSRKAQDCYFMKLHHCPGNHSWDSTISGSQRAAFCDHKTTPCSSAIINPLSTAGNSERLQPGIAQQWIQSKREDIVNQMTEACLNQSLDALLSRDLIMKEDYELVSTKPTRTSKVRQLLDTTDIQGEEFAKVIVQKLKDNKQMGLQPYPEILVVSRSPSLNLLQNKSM
TLR9-MyD88 inh = inhibitors of TLR9-MyD88 association in cells, primary screen, cell-based, CHO, BLA complementation, fluorescence; CCF4 FRET ratio; AID 504734, 2011; inhibition, % at 4.98 µM; Toll-like receptor 9 (Homo sapiens) + Myeloid differentiation primary response protein …; actives 0.21% (n = 340,000);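 active = inhibition above the mean over all tested compounds plus 3 SD, cut at about 21% in these data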;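 also: 0% = DMSO only wells and 100% = clavulanate BLA inhibitor control wells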
ABHD5-PLIN5 inh = ABHD5-PLIN5 interaction inhibitors, primary screen, cell lysate, split luciferase complementation, luminescence; Perilipin-5 (Homo sapiens) + 1-acylglycerol-3-phosphate O-acyltransferase ABHD5 (Homo …; Split G. princeps luciferase complementation, 4 h; inhibition, % at 4 µM; actives 0.78% (n = 360,000); AID 602281, 2012;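 active = inhibition above the mean inhibition across every tested compound plus 3 SD, cut at about 22% in these data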;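 also: 0% = DMSO only wells and the 100% control is not disclosed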
COUP-TFII inh = NR2F2 transcriptional activity inhibitors, primary screen, cell-based, luciferase reporter, HEK293T, luminescence; AID 686940, 2013; inhibition, % at 8.6 µM; HEK293T NGFI-A luciferase reporter; actives 0.7% (n = 370,000);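 active = inhibition above a per-plate cutoff, mean inhibition of test wells between control levels plus 3 SD, cut at about 38% in these data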;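 also: cells cotransfected with COUP-TFII expression vector driving the NGFI-A reporter; 0% = median of COUP-TF2 test wells and 100% = reporter-only cells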
NR5A2 inv ag = LRH-1 (NR5A2) inverse agonists, primary screen, cell-based, luminescence, HEK293T, StAR-luciferase reporter; Nuclear receptor subfamily 5 group A member 2 (Homo sapiens), O00482; LRH-1 transfected, 24 h; inhibition, % at 3.6 µM; actives 0.13% (n = 360,000); AID 602396, 2012;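 active = inhibition above the mean inhibition of all tested compounds plus 3 SD, cut at about 73% in these data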;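 also: 0% = DMSO wells and 100% = reporter-only cells lacking LRH-1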
NCOA2 inhibitor = inhibition of GAL4-SRC2 driven luciferase reporter, primary screen, SRC2 inhibitor project, cell-based, luminescence | Nuclear receptor coactivator 2 (Homo sapiens), Q15596 | HEK293 GAL4-SRC2 luciferase reporter | inhibition, % at 9 µM | actives 0.17% (n = 370,000);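 active = inhibition above the mean inhibition of all tested compounds plus 3 SD, set per campaign, cut at about 52% in these data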;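 also: 0% = DMSO treated cells and 100% = cells given Gossypol at 36 µM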
MC4R ag barr = MC4R agonists recruiting beta-arrestin, primary screen, cell-based, luminescence, agonist arm of biased-ligand search; Melanocortin receptor 4 (Homo sapiens), P32245; U2OS MC4R beta-arrestin complementation; percent of melanotan II response, DMSO zero; activation, % at 8.9 µM; actives 0.98% (n = 360,000); AID 540308, 2011;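 active = activation above a per-plate cutoff, the mean activation of sample wells on that plate plus 3 SD, cut at about 8% in these data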
NCOA3 inh = SRC3 coactivator transcriptional activity inhibitors, primary screen, cell-based, luminescence | actives 0.17% (n = 360,000) | Nuclear receptor coactivator 3 (Homo sapiens), Q9Y6Q9 | HEK293 GAL4-SRC3 luciferase reporter | AID 588352, 2011 | inhibition, % at 3.6 µM;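 active = inhibition above a per-campaign cutoff, the mean of all compounds plus 3 SD, cut at about 60% in these data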;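 also: 0% = DMSO-treated cells and 100% = gossypol-treated cells at 36 µM; higher means less SRC3-driven luciferase light from the GAL4 reporter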
Active calls of the source: *; . = not tested or not shown. Only part of the results is shown. The share of hits here may be higher or lower than overall.

SMILES	EBV LMP1 NFkB	NCOA1 inh	MC4R antagonist	NOD2-RIPK2 inh	TLR9-MyD88 inh	ABHD5-PLIN5 inh	COUP-TFII inh	NR5A2 inv ag	NCOA2 inhibitor	MC4R ag barr	NCOA3 inh
COc1cc(Cl)c(S(=O)(=O)NCc2ccccn2)cc1Cl	1	3	6	-4	-9	1	-12	-5	13	0.2	-1
COC(=O)[C@@]1(Cc2ccc(F)cc2)[C@H]2c3cc(C(=O)N4CCCC4)n(CCSCCO)c3C[C@H]2CN1C(=O)c1ccccc1	.	.	.	5	.	7	6	13	-25	.	.
CC(=O)c1ccc(NS(=O)(=O)c2ccc3c(c2)CCC(=O)N3)cc1	1	-2	12	3	-8	-1	19	21	-4	-0.3	9
COC(=O)C1=C(C)Nc2ncnn2C1c1ccco1 (configuration not stated)	-6	-26	10	1	-5	2	3	-8	-1	-1.2	15
C[C@@H](NC(=O)C1(c2ccccc2)CCN(C(=O)OC(C)(C)C)CC1)C(=O)N[C@@H](C(=O)O)c1ccccc1	12	0	9	11	-3	5	3	13	3	-2.9	14
O=C(c1cccc(N2C(=O)C3C4C=CC(C4)C3C2=O)c1)N1CCN(c2ccccc2Cl)CC1 (configuration not stated)	-5	-6	4	0	3	4	15	-18	11	0.3	-1
CCOC(=O)c1ccc(N=Nc2c(C)c(C#N)c(O)[nH]c2=O)cc1	-3	-16	5	-1	5	-3	3	18	-10	2.8	-10
Cc1ccc(C2(CCNCc3ccc(N(C)C)cc3)CCOC(C(C)C)C2)cc1 (configuration not stated)	-12	-9	0	10	-3	7	-2	1	-33	1.5	10
COc1cccc(C(=O)Nc2nnc(-c3ccc(OC)cc3OC)s2)c1	1	-11	10	-12	1	2	12	0	4	0.9	0
CC1Cc2ccccc2N1C1=NS(=O)(=O)c2ccccc21 (configuration not stated)	-18	-10	-1	-10	-7	-7	-2	-10	-14	-0.7	-11
COC(=O)CSc1nc2cc(Cl)ccc2c(=O)n1C1CCCC1	-3	19	19	-12	-7	12	-24	-9	-33	3.7	26
CCC(NC(=O)c1ccccc1NC(=O)c1ccccc1)C(=O)O (configuration not stated)	-7	6	10	0	4	3	-9	13	23	-1.2	16
Cc1ccc(S(=O)(=O)N(C)C)cc1NC(=O)CN1CCCC1	-6	0	11	1	10	3	-2	14	-1	-0.5	1
CC(C)N(C(=O)NC(=O)Nc1ccccn1)S(C)(=O)=O	5	-16	21	-7	-2	0	20	-9	17	-1.9	3
Clc1ccc(CO/N=C2\CCCc3nonc32)cc1	-15	-7	18	0	-5	-4	-4	-23	-25	1.2	-21
Cc1ccc(S(=O)(=O)N2CCCOC2CNC(=O)C(=O)NCCN2CCOCC2)cc1 (configuration not stated)	2	-9	-5	-6	7	0	4	-6	-57	1.1	3
Nc1nc(N)c2sc3nc4c(cc3c2n1)CCC4	-15	-43	2	-1	1	-1	-41	-71	-82	-0.7	-42
CC(C)(C)C(=O)OCC1OC(n2cnc(C(N)=O)n2)C(O)C1O (configuration not stated)	-1	17	2	-21	-1	4	-5	4	6	1.1	26
CN1CCN(C(=O)NCC23CC4CC(CC(C4)C2)C3)CC1	5	-14	9	-3	-4	6	-20	-2	-9	-4.5	14
Cc1ccc(S(=O)(=O)N(C)C)cc1NC(=O)COc1ccccc1C(=O)Nc1ccccc1	2	0	21	1	-14	1	14	8	-21	-4.6	3
CCCCN(C)c1c(C)nc2ccc(C(=O)NCCOc3ccc(OC)cc3)cn12	.	-28	5	6	.	3	.	-24	.	2.3	-2
COCCCNC(=S)N1CCN(S(C)(=O)=O)CC1	5	-10	3	-6	8	5	-1	-5	0	0.4	9
COc1ccc2c(c1)-c1nc(/N=C/c3ccc(O)c(OC)c3)sc1CC2	5	-11	-6	-4	2	-2	.	21	.	0.2	-1
Oc1[nH]c(=S)sc1/C=C1\C(c2ccccc2)=Nc2ccccc21	4	-38	16	-3	7	2	-5	-17	-16	-0.7	2
O=C(CN(c1ccc2c(c1)OCCO2)S(=O)(=O)c1ccccc1)NCc1ccc(Cl)cc1	-6	-2	8	2	0	1	16	16	-1	-2.0	13
O=C(CCc1ccc(Oc2cc([N+](=O)[O-])cc([N+](=O)[O-])c2)cc1)NC1CCCC1	3	-13	16	-8	9	0	17	8	0	-1.7	17
COc1ccc(NC(=O)CNC(=O)Cc2cccc3ccccc23)cc1	-7	0	6	-6	-2	3	-2	-5	-13	0.5	15
CCCc1nnc(NC(=O)CCC(=O)NCc2ccccc2Cl)s1	-2	-1	14	8	-8	0	0	-26	-8	-0.4	-4
CC(=O)CC1c2ccccc2C=C(c2ccsc2)N1c1ccc(-c2cccs2)cc1 (configuration not stated)	.	.	.	1	.	-24	46*	16	6	.	.
COc1ccc(OCCC(=O)OCC(=O)NCc2ccccc2)cc1	-2	5	6	10	3	1	1	14	8	-1.4	1
Cn1cc(SCC(=O)Nc2nc3ccccc3s2)c2ccccc21	9	-26	-3	1	0	-1	-21	-1	0	0.2	-13
COC(=O)c1ccc(CSc2nc3ccc(Cl)cc3[nH]2)o1	12	4	-9	4	7	-5	-4	-15	25	1.6	10
COc1ccc(COC(=O)CNC(=O)C2CCCCC2)cc1F	-4	-5	13	7	2	-6	22	28	-28	-2.0	3
Cc1noc(C)c1S(=O)(=O)NCc1cccc(Cl)c1	2	-5	-4	-3	-6	-13	29	-20	8	2.3	6
COc1cc(C)ccc1OCCOCCOc1cc(C)c(C)cc1Br	7	-4	1	1	0	-1	12	-12	-9	-0.4	-7
Cc1ccc(C)c(S(=O)(=O)N2CCCOC2CNC(=O)C(=O)NCCCN2CCOCC2)c1 (configuration not stated)	4	1	-3	-9	1	-4	1	13	-5	2.5	-3

Given with two lines to a compound: entries from further up.
Second line of a record – EBV LMP1 NFkB, NCOA1 inh, MC4R antagonist, NOD2-RIPK2 inh, TLR9-MyD88 inh, ABHD5-PLIN5 inh, COUP-TFII inh, NR5A2 inv ag, NCOA2 inhibitor, MC4R ag barr, NCOA3 inh
- COCCCNC(=S)N1CCN(S(C)(=O)=O)CC1
  5, -10, 3, -6, 8, 5, -1, -5, 0, 0.4, 9
- COc1ccc2c(c1)-c1nc(/N=C/c3ccc(O)c(OC)c3)sc1CC2
  5, -11, -6, -4, 2, -2, ., 21, ., 0.2, -1
- Oc1[nH]c(=S)sc1/C=C1\C(c2ccccc2)=Nc2ccccc21
  4, -38, 16, -3, 7, 2, -5, -17, -16, -0.7, 2
- O=C(CN(c1ccc2c(c1)OCCO2)S(=O)(=O)c1ccccc1)NCc1ccc(Cl)cc1
  -6, -2, 8, 2, 0, 1, 16, 16, -1, -2.0, 13
- O=C(CCc1ccc(Oc2cc([N+](=O)[O-])cc([N+](=O)[O-])c2)cc1)NC1CCCC1
  3, -13, 16, -8, 9, 0, 17, 8, 0, -1.7, 17

The listing continues:
SMILES	EBV LMP1 NFkB	NCOA1 inh	MC4R antagonist	NOD2-RIPK2 inh	TLR9-MyD88 inh	ABHD5-PLIN5 inh	COUP-TFII inh	NR5A2 inv ag	NCOA2 inhibitor	MC4R ag barr	NCOA3 inh
COc1ccccc1C(C#N)N1N=C(C)CC1c1ccccc1 (configuration not stated)	-10	12	5	-3	0	3	-5	-1	-22	-0.8	-3
O=C(NCCc1ccccc1)C1C(=O)Nc2ccccc2C(=O)N1C1CCCCC1 (configuration not stated)	.	.	.	-2	.	-6	-11	16	-4	.	.
CCOC(=O)CSc1nc2sc(C)c(C)c2c(=O)n1N	7	22	-10	2	-10	15	-1	9	-14	5.3	-5
O=S(=O)(c1ccc(SCCOc2ccccc2Cl)nc1)N1CCCC1	-5	-23	7	9	-7	-8	15	6	6	0.1	10
CC(C)N(CCNC(=O)c1nn(Cc2ccccc2)c(=O)c2ccccc12)C(C)C	-9	4	7	3	3	8	-10	-2	22	-4.0	20

A different layout for 4 compounds above:
SMILES,EBV LMP1 NFkB,NCOA1 inh,MC4R antagonist,NOD2-RIPK2 inh,TLR9-MyD88 inh,ABHD5-PLIN5 inh,COUP-TFII inh,NR5A2 inv ag,NCOA2 inhibitor,MC4R ag barr,NCOA3 inh
Cc1noc(C)c1S(=O)(=O)NCc1cccc(Cl)c1,2,-5,-4,-3,-6,-13,29,-20,8,2.3,6
COc1cc(C)ccc1OCCOCCOc1cc(C)c(C)cc1Br,7,-4,1,1,0,-1,12,-12,-9,-0.4,-7
Cc1ccc(C)c(S(=O)(=O)N2CCCOC2CNC(=O)C(=O)NCCCN2CCOCC2)c1 (configuration not stated),4,1,-3,-9,1,-4,1,13,-5,2.5,-3
COc1ccccc1C(C#N)N1N=C(C)CC1c1ccccc1 (configuration not stated),-10,12,5,-3,0,3,-5,-1,-22,-0.8,-3
